TMEM16A act – activators or potentiators of mouse TMEM16A chloride channel; Q8BHY3; HEK293 TMEM16A/YFP-H148Q/I152L, iodide quench fluorescence; active compounds read low; B-score at 10 µM; hit rate 0.3% among 340,000; AID 623877;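 active = fluorescence-ratio B-score plate-corrected deviation score at least 3 library SD below zero, with starting fluorescence score within 5 deviations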;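 also: channel opened by trigger with iodide after compound preincubation; score built on the fluorescence ratio of max minus min over baseline; more negative score means more quench and so TMEM16A activation or potentiation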
Target sequence (Q8BHY3 whole entry, looked up): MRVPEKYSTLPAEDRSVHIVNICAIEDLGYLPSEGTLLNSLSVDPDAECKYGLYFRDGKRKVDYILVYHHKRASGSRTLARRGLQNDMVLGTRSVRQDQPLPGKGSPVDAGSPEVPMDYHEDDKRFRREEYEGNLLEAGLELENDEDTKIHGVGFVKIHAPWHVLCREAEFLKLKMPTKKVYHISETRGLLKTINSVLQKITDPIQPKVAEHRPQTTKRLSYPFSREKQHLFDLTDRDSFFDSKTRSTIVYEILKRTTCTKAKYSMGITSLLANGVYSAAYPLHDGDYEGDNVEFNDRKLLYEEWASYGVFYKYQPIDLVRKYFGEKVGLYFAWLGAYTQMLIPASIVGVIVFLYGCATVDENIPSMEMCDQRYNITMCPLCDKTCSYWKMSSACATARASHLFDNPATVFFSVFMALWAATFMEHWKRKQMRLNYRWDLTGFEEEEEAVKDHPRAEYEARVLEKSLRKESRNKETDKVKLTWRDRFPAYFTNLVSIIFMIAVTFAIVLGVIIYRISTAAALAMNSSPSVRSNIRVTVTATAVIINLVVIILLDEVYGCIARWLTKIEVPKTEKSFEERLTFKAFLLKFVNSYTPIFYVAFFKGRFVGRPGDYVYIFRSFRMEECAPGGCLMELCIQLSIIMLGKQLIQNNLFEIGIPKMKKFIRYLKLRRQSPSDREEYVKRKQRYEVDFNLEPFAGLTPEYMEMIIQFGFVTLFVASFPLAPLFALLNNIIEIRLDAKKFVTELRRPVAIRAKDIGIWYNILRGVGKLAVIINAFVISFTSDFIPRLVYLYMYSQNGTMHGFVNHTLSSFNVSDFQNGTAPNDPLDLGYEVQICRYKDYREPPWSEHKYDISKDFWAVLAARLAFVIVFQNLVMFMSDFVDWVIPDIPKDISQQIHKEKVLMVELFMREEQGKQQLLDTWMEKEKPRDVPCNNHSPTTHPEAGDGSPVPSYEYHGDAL
TRPC4 agonist – TRPC4 (mouse) channel activation; HEK293 TRPC4beta/mu-opioid, Fluo4 calcium fluorescence; active compounds read high; B-score at 10 µM; AID 2237; hit rate 0.49% among 310,000;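 active = B-score above 5 SD of library B-scores, and initial fluorescence ratio not above library mean plus 5 SD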;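 also: positive B-score marks a calcium rise read as TRPC4 activation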
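Technique: kinetic Fluo4 calcium fluorescence; Test system: TRPC4beta and mu-opioid receptor HEK293 stable cells; Measure: B-scored integrated calcium fluorescence ratio; Benchmarks: low control buffer alone, high control maximal DAMGO; Schedule: 45 min room-temperature Fluo4 loading, 110 s read.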
TMEM16A inh – mouse TMEM16A channel inhibition, primary screen. normalized B-score (activity score, 25-100; higher = stronger inhibition) at 10 µM. hit rate 1.2% among 310,000. HEK293 TMEM16A/YFP iodide influx fluorescence, ionomycin. AID 588511;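 active = ratio plate-corrected score three or more library SD toward inhibition, starting fluorescence score within five deviations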;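 also: score derived from kinetic fluorescence span divided by baseline fluorescence per well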
MrgX1 allo act – human MrgX1 positive allosteric modulation, primary screen; MrgX1-HEK293, Fluo-4 calcium flux, FDSS; active compounds read high; B-score at 10 µM; hit rate 0.63% among 310,000; AID 588675;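 active = plate-corrected calcium response at least 3 library SD above typical, normal starting fluorescence, not activating the receptor alone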;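 also: compound read alongside a low EC10 to EC30 dose of BAM8-22 agonist; peak minus trough fluorescence over baseline measured at the second addition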
TRPC6 act – activates the mouse TRPC6 cation channel. HEK293-TRPC6 membrane potential dye fluorescence; active compounds read high. B-score at 10 µM. hit rate 0.13% among 310,000. AID 2550;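 active = B-score of the integrated fluorescence ratio above library mean plus 3 SD, and starting fluorescence ratio within library mean plus 5 SD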;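 also: higher score means more depolarization so channel activation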
TRPC6 inhibitor – mouse TRPC6 channel inhibition; Q61143; HEK293-TRPC6, membrane potential dye, ACh-evoked depolarization; active compounds read low; B-score at 10 µM; hit rate 1.1% among 310,000; AID 2553;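 active = B-score under library mean minus 3 SD, initial fluorescence not abnormally high, positive integrated signal ratio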;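 also: B-score derived from integrated fluorescence ratio over the kinetic read; more negative B-score means stronger inhibition of depolarization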
MrgX1 agonist – agonists of human MrgX1 receptor; hit rate 0.44% among 310,000; AID 588627; B-score at 10 µM; MrgX1-HEK293 cells, Fluo-4 calcium fluorescence, agonist mode; active compounds read high;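 active = calcium response B-score plate-corrected fluorescence ratio at least 3 library SD, with starting fluorescence B-score inside 5 SD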
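System: HEK293 cells stably expressing human MrgX1 receptor; Dosing: test compound in the initial addition of three; Schedule: overnight plating, then 30 min 37 °C plus 30 min room-temperature dye loading; Detection: kinetic calcium dye fluorescence, Fluo-4 NW; Controls: per-plate positive and negative controls for Z′ factor.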
MrgX1 antagonist – blocks BAM8-22 activation of human MrgX1 receptor | Q96LB2 | B-score at 10 µM | MRGX1-HEK293 calcium flux, Fluo-4, BAM8-22 antagonism; active compounds read low | hit rate 1.3% among 310,000;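 active = calcium-response B-score plate-corrected more than 3 library SD below zero, starting fluorescence within 5 deviations, no agonist response on first addition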;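 also: peak minus trough fluorescence over baseline after final BAM8-22 challenge near maximal dose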
TRPC4 block – TRPC4 (mouse) channel inhibition. B-score at 10 µM. Q9QUQ5. hit rate 0.39% among 300,000. HEK293 TRPC4beta/mu-opioid, DAMGO-evoked Fluo4 calcium flux; active compounds read low;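 active = B-score over 3 SD under the library average, no early fluorescence shift, positive overall ratio signal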
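Material: HEK293 cells with stable TRPC4beta plus mu-opioid receptor expression / Probe or stimulus: DAMGO in two steps, submaximal then maximal / Compound: single concentration per test compound / Technique: kinetic Fluo4 fluorescence imaging of calcium influx / Read-out: per-well B score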
TRPC4 PAM – TRPC4 (mouse) allosteric potentiation; HEK293 TRPC4beta/mu-opioid, DAMGO EC20, Fluo-4 Ca2+ flux; active compounds read high; AID 2227; B-score at 10 µM; Q9QUQ5; hit rate 0.42% among 310,000;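 active = B-score of calcium response area above 5 SD of library B-scores, with initial fluorescence ratio within 5 SD of library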;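 also: B-score of integrated fluorescence ratio over time as area under calcium response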
SKKanGAS inh – inhibitors of SKKanGAS S. pyogenes growth in kanamycin (SK-promoter or general growth effect) | inhibition, % at 7.5 µM | hit rate 1.3% among 300,000 | BacTiter-Glo, 6 h;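 active = mean replicate score, as percent of positive control median, at least 50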;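 also: strain carries kanamycin resistance gene driven by streptokinase promoter and grows in 40 µg/ml kanamycin; loss of luminescence reflects streptokinase promoter inhibition or plain growth inhibition; 0% = median of DMSO wells and 100% = positive control at its reference dose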
Active calls of the source: *; i = inactive; x = not tested or not shown.

SMILES	TMEM16A act	TRPC4 agonist	TMEM16A inh	MrgX1 allo act	TRPC6 act	TRPC6 inhibitor	MrgX1 agonist	MrgX1 antagonist	TRPC4 block	TRPC4 PAM	SKKanGAS inh
CC(=O)Nc1ccc(S(=O)(=O)NCC2CCC(C(=O)N3CCN(c4ccccn4)CC3)CC2)cc1 (centres undefined)	i	i	i	i	i	i	i	i	i	i	-11.8
CCOC(=O)c1c(S(=O)(=O)NCc2ccco2)c(C)n(C)c1C	i	i	i	i	i	i	i	i	i	i	-0.2
CCOc1ccc(Br)cc1S(=O)(=O)Nc1ccc(C(=O)Nc2ccc(C)cc2)cc1	i	i	i	i	i	i	i	i	i	i	33.3
CS(=O)(=O)N1CCCC(C(=O)Nc2ccccc2F)C1 (centres undefined)	i	i	i	i	i	i	i	i	i	i	-10.9
CCn1nc(C)c(CN2CCN(Cc3ccc(OC)c(C)c3C)C(CCO)C2)c1C (centres undefined)	i	i	i	i	i	i	i	i	i	i	3.3
CCOC(=O)c1ccc(NC(=O)C(=O)NCc2ccco2)cc1	i	i	i	i	i	i	i	i	i	i	0.4
Cc1cc(C)n2c(C)nnc2c1	i	i	x	x	i	i	x	x	i	i	-7.5
Cc1c(N=C2NC(=O)/C(=C/c3cccc([N+](=O)[O-])c3)S2)c(=O)n(-c2ccccc2)n1C	x	i	i	i	i	i	i	i	i	i	0.0
CNC(=S)N/N=C/c1c(C)cccc1Cl	i	i	i	i	i	i	i	i	i	i	-7.1
O=C(/C=C/c1ccc(S(=O)(=O)NCc2ccco2)cc1)N1CCN(c2ccccc2)CC1	i	i	i	i	i	i	i	i	i	i	5.1
CCCC[C@@H]1C[C@H]1[C@@H](NC(=O)c1cccs1)c1ccc(Cl)cc1	x	i	i	i	i	i	i	i	i	i	33.4
CN(C)c1ccc(/C=N/N(CCC#N)C2=NS(=O)(=O)c3ccccc32)cc1	i	i	i	i	i	i	i	i	i	i	11.0
COCCn1c(=O)[nH]c2cc(C(=O)NCCN3CCN(c4ccccc4)CC3)ccc2c1=O	i	i	i	i	i	i	i	i	i	i	-5.5
COc1ccccc1CCc1nnc(CCC(=O)NC(C)Cc2ccsc2)o1 (centres undefined)	i	i	i	i	i	i	i	i	i	i	-14.8
COC(=O)Cn1c(=O)oc2ccc(C)cc21	i	i	i	i	i	i	i	i	i	i	2.9
COc1ccc(C2C(CN3CCOCC3)C(=O)N2c2ccccc2)cc1 (centres undefined)	i	i	i	i	i	i	i	i	i	i	2.6
COC(=O)C1=C(C)NC(=O)CC1c1cc2c(cc1Br)OCO2 (centres undefined)	i	i	i	i	i	i	i	i	i	i	-1.6
CCOc1ccccc1NC(=O)COc1ccc2c(c1)OCO2	i	i	i	i	i	i	i	i	i	i	-5.0
O=C(O)CCCCOn1ccnc1	i	i	i	i	i	i	i	i	i	i	-4.4
CSc1ccccc1NC(=O)c1ccc(N2CC3CC(C2)c2cccc(=O)n2C3)c(NC(=O)c2ccncc2)c1 (centres undefined)	i	i	i	i	i	i	i	i	i	i	-6.4
CC(C)(C)SCCNC(=O)/C=C/c1cccc([N+](=O)[O-])c1	i	i	i	i	i	i	i	i	i	i	-6.6
Cc1ccccc1C(=O)N/N=C1/SCC(=O)N1Cc1ccccc1	i	i	i	i	i	i	i	i	i	i	-7.2
COCCn1nnnc1C(c1ccc2ncccc2c1)N1CCc2ccccc21 (centres undefined)	i	i	i	i	i	i	i	i	i	i	-1.3
CCn1nc(C)c(Br)c1-c1nc(CS(=O)(=O)c2ccc(F)cc2)no1	i	i	i	i	i	i	i	i	i	i	-10.1
COC(=O)c1cc(C(=O)OC)n(Cc2ccc(Br)cc2)n1	i	i	i	i	i	i	i	i	i	i	-16.4

The results go on.
SMILES	TMEM16A act	TRPC4 agonist	TMEM16A inh	MrgX1 allo act	TRPC6 act	TRPC6 inhibitor	MrgX1 agonist	MrgX1 antagonist	TRPC4 block	TRPC4 PAM	SKKanGAS inh
O=C(O)CCC(=O)N1N=C(c2ccccc2)CC1c1ccc2nccnc2c1 (centres undefined)	i	i	i	i	i	i	i	i	i	i	-2.1
N#C/C(=C/C=C/c1ccccc1)C(=O)Nc1ccccc1	i	i	i	i	i	i	i	i	i	i	11.4
O=C(Nc1cccc(-c2cn3cccnc3n2)c1)c1ccco1	i	i	i	i	i	i	i	i	i	i	1.5
CC(C)c1ccc(NC(=O)CSc2nc(=O)n(CCN3CCOCC3)c3c2CCC3)cc1	i	i	i	i	i	i	i	i	i	i	-5.5
O=C(NCC(c1ccco1)N1CCc2ccccc2C1)c1ccc(F)cc1 (centres undefined)	i	i	i	i	i	i	i	i	i	i	-0.7
CCN(CC)CCOC(=O)c1ccc(NC(=O)CCCN2C(=O)/C(=C\c3cccs3)SC2=S)cc1	i	i	i	i	i	i	i	i	i	i	6.5
COCCN(C(=O)CSc1nnc(-c2ccccc2F)n1C)c1c(N)n(Cc2ccccc2)c(=O)[nH]c1=O	i	i	i	i	i	i	i	i	i	i	-1.7
COc1ccc(N(CC(=O)NCCSc2ccccc2)S(=O)(=O)c2ccccc2)cc1	i	i	i	i	i	i	i	i	i	i	-0.1
COc1ccccc1/C=C/C=N/n1c(-c2ccncc2)n[nH]c1=S	i	i	i	i	i	i	i	i	i	i	9.3
Cc1cccc(-c2nnc(NC(=O)c3cccs3)s2)c1	i	i	i	i	i	i	i	i	i	i	-4.0
O=C(NCCO)c1cccc2c1C(=O)c1ccccc1-2	i	i	i	i	i	i	i	i	i	i	4.1
Cc1nn(Cc2ccccc2)c(C)c1/C=N/NC(=O)CNc1cccc(C(F)(F)F)c1	i	i	i	i	i	i	i	i	i	i	3.8
CCOc1cc(/C=N/NC(N)=O)cc(Br)c1OCC(=O)Nc1cccc2ccccc12	i	i	i	i	i	i	i	i	i	i	15.0
CN(Cc1ccco1)C(=O)c1ccc(CNS(=O)(=O)c2ccc3c(c2)C(C)(C)C(=O)N3C)cc1	i	i	i	i	i	i	i	i	i	i	-2.2
Cc1cnc(NCCc2ccccc2)s1	i	i	i	i	i	i	i	i	i	i	7.3
CC(C)C(NC(=O)c1ccccc1)c1nnc(SCC(=O)NC2CCCC2)n1C (centres undefined)	i	i	i	i	i	i	i	i	i	i	-0.4
COc1cccc(-c2ccc(NC(=O)C3CCCN(CCCn4nc(C)cc4C)C3)cc2)c1 (centres undefined)	i	i	i	i	i	i	i	i	i	i	1.2
COC(=O)c1[nH]c2cccc(OC)c2c1NC(=O)C(C)N1CCC(C)CC1 (centres undefined)	x	i	i	i	i	i	i	i	i	i	-3.9
CCn1ncc([N+](=O)[O-])c1C(=O)Nc1c(C)cccc1C	i	i	i	i	i	i	i	i	i	i	-1.9
CCCCCCc1cc2cc(C(=O)NC)c(=N)oc2cc1O	i	i	i	i	i	i	i	i	i	i	14.6
CC1(c2ccccc2)NC(=O)N(CCN2C(=O)c3ccccc3C2=O)C1=O (centres undefined)	i	i	i	i	i	i	i	i	i	i	-2.3
COc1ccc(S(=O)(=O)N(CC(=O)NC(C)C)Cc2ccccc2)cc1	i	i	i	i	i	i	i	i	i	i	-0.2
c1ccc(-c2nc(NCc3ccco3)c3ccccc3n2)nc1	i	i	i	i	i	i	i	i	-6*	i	95.5*
CNC(=O)c1ccccc1NC(=O)c1ccc(C)c(S(=O)(=O)N2CCCCC2)c1	i	i	i	i	i	i	i	i	i	i	18.4
O=C(NCC1CCCCC1)C1CCC(=O)N(CCc2cccc(F)c2)C1 (centres undefined)	i	i	i	i	i	i	i	i	i	i	-1.1

(listing goes on)
SMILES	TMEM16A act	TRPC4 agonist	TMEM16A inh	MrgX1 allo act	TRPC6 act	TRPC6 inhibitor	MrgX1 agonist	MrgX1 antagonist	TRPC4 block	TRPC4 PAM	SKKanGAS inh
O=C(CNS(=O)(=O)/C=C/c1ccccc1)OC1CCOC1=O (centres undefined)	i	i	i	i	i	i	i	i	i	i	-5.8
O=C(Cc1csc(-c2ccccc2)n1)NCc1ccccc1F	x	i	i	i	i	i	i	i	i	i	3.1
O=C(CN(Cc1ccccc1F)S(=O)(=O)c1ccc(Cl)cc1)NCC1CCCO1 (centres undefined)	i	i	i	i	i	i	i	i	i	i	0.2
COc1cc(/C=C2/C(=N)N3C(SC)=NSC3=NC2=O)ccc1OC(=O)c1ccco1	i	i	i	i	i	i	70.9*	i	i	i	21.4
Clc1ccc(-c2nc3ccccn3c2CN2CCCCC2)cc1	i	i	i	i	i	i	i	i	i	i	x
COc1ccc(C(=O)Nc2ccccc2C(=O)Nc2ccncc2)cc1	i	i	i	i	i	i	i	i	i	i	-1.5
COc1ccc(C2C(C(C)=O)=C(C)N=c3s/c(=C\c4ccco4)c(=O)n32)c(OC)c1 (centres undefined)	i	i	i	i	i	i	i	i	i	i	7.6
CCc1nc2sc(C)c(C)c2c(=O)n1CCO	i	i	i	i	i	i	i	i	i	i	-6.9
CSCCC(NS(=O)(=O)c1ccccc1F)C(=O)N1CCCCCC1 (centres undefined)	i	i	i	i	i	i	i	i	i	i	-3.2
O=C1CSC(c2ccccc2)N1Cc1ccccn1 (centres undefined)	i	i	i	i	i	i	i	i	i	i	-0.8
O=C(NCCCCc1ccccc1)c1cccc([N+](=O)[O-])c1	i	i	i	i	i	i	i	i	i	i	2.4
Clc1ccc(OC2CCN(Cc3nc(CC4CC4)no3)CC2)cc1	i	i	i	i	i	i	i	i	i	i	-12.2
Cc1ccc(S(=O)(=O)N2CCC(=O)N(C(COCc3cccc(C(F)(F)F)c3)C(C)C)CC2)cc1 (centres undefined)	i	i	i	i	i	i	i	i	i	i	-3.5
COc1cc(CNc2ccc3[nH]c(=O)[nH]c3c2)ccc1OCc1ccccc1Cl	i	i	i	i	i	i	i	i	i	12*	19.7
C=CCN1C(=O)C(CCCC)NC1=S (centres undefined)	i	i	i	i	i	i	i	i	i	i	-7.9
N/C(=N\NC(=O)Nc1ccc(Cl)cc1)c1ccccn1	i	i	i	i	i	i	i	i	i	i	-12.6

Entries listed so far shown as hits in TRPC4 PAM.
mol	TMEM16A act	TRPC4 agonist	TRPC6 act	MrgX1 agonist	MrgX1 antagonist	TRPC4 block	TRPC4 PAM
COc1cc(CNc2ccc3[nH]c(=O)[nH]c3c2)ccc1OCc1ccccc1Cl	i	i	i	i	i	i	12*

An unsorted share of the library. Share with any hit: about 6.7%.
